E-sel TNF inh: blocks E-selectin expression induced by TNF alpha | HUVEC TNFa-induced E-selectin immunofluorescence, high content | inhibition, % at 2 µM | hit rate 0.71% among 120,000 | AID 1246;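 active = inhibition above the batch mean plus 3 SD, and confirmed as a hit on visual image review, cut at about 43% in these data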;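 also: 0% = TNF-stimulated DMSO wells and 100% = unstimulated control wells; not every result past the cut was called active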
Active calls of the source: *. An excerpt; count on the stated rates, not on these rows.

SMILES | E-sel TNF inh
CC(C)Cn1cnc2c1c(=O)n(C)c(=O)n2C | -3
C[C@H](CCC(=O)O)[C@H]1CC[C@H]2[C@@H]3[C@@H](O)C[C@@H]4C[C@H](O)CC[C@]4(C)[C@H]3CC[C@]12C | 7

Assay outcomes deposited in PubChem BioAssay by Columbia University Molecular Screening Center.
